Screening data as filed in PubChem BioAssay.
AddAB inh: less growth of phage-infected E. coli with AddAB; 330,000 compounds, 0.29% hits; inhibition, % at 11.9 µM; E. coli expressing H. pylori AddAB, absorbance growth; in the data active means inhibition above about 12%;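 further: 0% = vehicle wells of infected cells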
HTR5A ag ctr: activates human HTR5A in OPRM1-OPRD1 agonist counter-screen. P47898. AID 504692. 340,000 compounds, 0.61% hits. HTR5A agonist assay, luminescence, cell-based. activation, % at 9.3 µM; in the data active means activation mostly above about 9.5%, no sharp cut-off; inactive means mostly below about 7.6%;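 further: 0% = cells with vehicle only and 100% = reference agonist; strong numbers were not always called active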
phage Ecoli inh: E. coli growth loss with phage present | growth absorbance | inhibition, % at 11.9 µM | 360,000 compounds, 0.26% hits | AID 651602; in the data active means inhibition above about 11%
HTR5A inv ctr: HTR5A inverse agonism, opioid heterodimer counter-screen | P47898 | HTR5A cell line, luminescence | inhibition, % at 9.3 µM | 340,000 compounds, 0.083% hits; in the data active means inhibition mostly above about 23%, no sharp cut-off; inactive means mostly below about 18%;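 further: 0% = cells with DMSO and 100% = no-cell wells with DMSO; some compounds called inactive have numbers as strong as hits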
Ecoli viability: counter-screen for AddAB inhibitors: E. coli growth inhibition; E. coli V3065 growth, OD600 absorbance, 18 h; inhibition, % at 11.9 µM; 330,000 compounds, 0.27% hits;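 active means inhibition above the campaign's mean inhibition across all tested compounds plus 3 SD, cut at about 9.9% in these data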;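 further: uninfected addAB+ strain grown without phage in ampicillin broth; 0% = DMSO wells and 100% = ciprofloxacin 0.95 µg/ml wells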
SUMO Mot1 rescue: blocks SUMOylation pathway, rescuing yeast Mot1-301 growth | S. cerevisiae Mot1-301 growth rescue, ATP luminescence, 38.5C; percent above DMSO median, 100 means doubled | growth rescue, % at 18.8 µM | 320,000 compounds, 1% hits | AID 2716;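 active means every valid replicate shows activation above 250% relative to neutral control wells; inactive means the rest, any valid replicate at or below 250%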;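 further: OY570 slx delta 5 strain wells were the positive control but not used for scaling; some compounds called inactive have numbers as strong as hits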
PfHsp90 set2: growth inhibition of yeast expressing Plasmodium Hsp90; S. cerevisiae expressing PfHsp90, BacTiter-Glo ATP, 48 h; yeast lacking PDR1 and PDR3 efflux regulators; inhibition, % at 9.4 µM; 310,000 compounds, 0.32% hits; AID 504621;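 active means every replicate shows inhibition above about 80%, whatever the replicate mean, limit read from the data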;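 further: 0% = DMSO neutral controls and 100% = 20 µM radicicol positive controls; yeast relying on Plasmodium falciparum Hsp90 in place of its own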
OPRM1-OPRD1 ag: agonists of human mu-delta opioid receptor heterodimerization; P35372+P41143; cells, OPRM1-OPRD1 heterodimerization, luminescence; activation, % at 9.3 µM; 340,000 compounds, 0.3% hits; in the data active means activation above about 18%;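 further: 0% = vehicle-treated cells and 100% = reference agonist; values of inactives mirror those of a sister screen read the other way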
Target sequence (P35372 whole entry, looked up): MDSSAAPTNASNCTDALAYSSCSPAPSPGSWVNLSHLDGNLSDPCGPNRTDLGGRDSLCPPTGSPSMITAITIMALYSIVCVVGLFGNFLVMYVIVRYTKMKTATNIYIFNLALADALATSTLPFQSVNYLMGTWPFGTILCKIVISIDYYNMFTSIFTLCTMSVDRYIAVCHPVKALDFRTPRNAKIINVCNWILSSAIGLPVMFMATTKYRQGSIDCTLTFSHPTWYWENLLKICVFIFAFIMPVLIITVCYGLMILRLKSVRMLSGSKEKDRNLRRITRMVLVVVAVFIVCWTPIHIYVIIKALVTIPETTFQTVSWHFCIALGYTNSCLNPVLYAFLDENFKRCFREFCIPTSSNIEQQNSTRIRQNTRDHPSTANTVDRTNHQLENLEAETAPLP
Target sequence (P41143 whole entry, looked up): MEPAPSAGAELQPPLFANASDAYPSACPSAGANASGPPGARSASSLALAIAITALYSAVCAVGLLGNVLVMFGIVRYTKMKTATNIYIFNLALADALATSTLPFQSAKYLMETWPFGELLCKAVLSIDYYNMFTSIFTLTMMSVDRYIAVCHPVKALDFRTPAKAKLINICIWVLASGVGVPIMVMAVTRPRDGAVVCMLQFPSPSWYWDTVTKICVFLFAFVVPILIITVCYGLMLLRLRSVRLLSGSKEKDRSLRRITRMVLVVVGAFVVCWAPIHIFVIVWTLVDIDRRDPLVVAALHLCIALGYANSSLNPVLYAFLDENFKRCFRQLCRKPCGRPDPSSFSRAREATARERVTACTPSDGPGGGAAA
Pemphigus Ab inh: blocks pemphigus antibody binding to human desmoglein-3 | binding (percent of control), % at 10 µM | DSG3-coupled beads, scFv-anti-DSG3-GFP binding, flow cytometry; active compounds read low | 310,000 compounds, 0.48% hits;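 active means binding more than 3 SD below its plate's average and above zero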;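 further: hits lower antibody fragment binding to DSG3; some compounds called inactive have numbers as strong as hits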
OPRM1-OPRD1 inv: inverse agonists of human mu-delta opioid receptor heterodimerization; P35372+P41143; cell-based MOR-DOR heterodimer luminescence, inverse agonism; inhibition, % at 9.3 µM; 340,000 compounds, 0.21% hits; in the data active means inhibition above about 22%, passing the limit was not always enough;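 further: 0% = cells with DMSO and 100% = wells without cells with DMSO; values of inactives mirror those of a sister screen read the other way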
PKA-R1A act: activates the PKA-R1A holoenzyme complex. P00514+P68181. activation, % at 11.4 µM. PKA-R1A dissociation, Cy5-IP20 fluorescence polarization; scaled: DMSO 0%, 113 µM cGMP 100%. 340,000 compounds, 0.083% hits. AID 504707;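 active means percent activation above the mean of all tested compounds plus 3 SD, cut at about 19% in these data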;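 further: higher means more PKAc released from R1A so a rise in polarization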
* hit, by the source's call; . = no result given.

SMILES	AddAB inh	HTR5A ag ctr	phage Ecoli inh	HTR5A inv ctr	Ecoli viability	SUMO Mot1 rescue	PfHsp90 set2	OPRM1-OPRD1 ag	Pemphigus Ab inh	OPRM1-OPRD1 inv	PKA-R1A act
O=C(c1ccccc1)n1ccc(-c2cnc(-c3ccccc3)s2)n1	2.5	1	2.9	-3	-0.2	4	-12	-3.8	100	19	-4
O=C(O)CCC(=O)Nc1ccccc1C(=O)NC1CCCCC1	1.9	2	1.2	17	-1.0	-18	1	-0.8	112	4	4
CCn1c(SCC(=O)NCCc2ccccc2)nc2c(c1=O)SC(C)C2 (stereo unspecified)	-1.7	2	2.5	-20	-2.7	2	19	-1.3	103	8	-4
CNC(=S)NNC(=O)COc1cccc(C)c1C	4.8	-10	1.9	21	1.3	21	3	-2.4	107	14	6
O=[N+]([O-])c1ccccc1/C=C/C=N/N1CCCCC1	-1.8	-4	0.1	10	-2.0	98	14	0.2	95	-1	1
CC(C)Cc1nnc(NC(=O)CN2C(=O)C3CCCCC3C2=O)s1 (stereo unspecified)	1.3	-1	-0.4	11	1.3	-7	-2	-2.2	104	14	2
CSCCNC(=O)c1ccc(C(C)(C)C)cc1	2.9	1	2.5	-34	2.3	-1	11	0.2	72	-1	-11
COc1ccc(C(=O)NNC(=O)c2cc3cc(OC)ccc3oc2=O)cc1	-0.4	1	1.9	-9	-0.7	0	2	-2.3	108	12	3
Cc1ccc(S(=O)(=O)NC(C)C(c2cccs2)N2CCOCC2)cc1 (stereo unspecified)	0.0	0	1.4	17	1.2	-2	8	-1.1	113	6	-2
Cc1cccc(-c2noc(C(C)NC(=O)c3ccco3)n2)c1 (stereo unspecified)	-1.3	1	3.0	-14	1.1	96	7	1.0	99	-8	-8
Cc1onc(-c2ccccc2Cl)c1C(=O)N1CCCCC1	2.1	4	0.8	-13	-3.3	0	0	0.7	118	-5	-9
CC1CCCC(NC(=O)CSc2nncs2)C1C (stereo unspecified)	-0.1	2	0.4	-5	0.0	5	-41	-1.0	.	4	-1
Cc1ccccc1CC1(CO)CCCN(C(=O)c2cc(Cl)ccc2F)C1 (stereo unspecified)	2.2	-3	2.8	9	0.0	114	-42	2.8	101	-16	-12
CN(C)C(CNC(=O)CCNC(=O)c1ccc(Cl)cc1)c1ccco1 (stereo unspecified)	-3.2	0	0.5	-14	-2.3	-22	8	-0.2	96	2	0
COc1ccc(NC(=O)CSc2nccn2Cc2ccco2)c(OC)c1	5.3	1	-0.2	26	0.8	-1	-13	-1.9	102	10	-12
CCOC(=O)/N=C(/NC(=O)Nc1ccc(C(=O)OCC)cc1)OC	-1.0	3	2.2	24	0.9	53	7	0.2	99	-1	10
CC(=O)c1cccc(NC(=O)c2cccc3ccccc23)c1	3.9	-2	1.8	8	-0.1	-2	17	-2.7	106	14	-6
COc1ccc2c(c1)c1ncn(CCN3CCCCC3)c(=O)c1n2C	0.3	2	1.1	15	-1.8	-5	21	-2.4	104	13	1
NC(=O)C1CCCCc2c1[nH]c1ccc(Cl)cc21 (stereo unspecified)	.	3	0.3	-9	.	-22	-1	-1.6	106	7	2
O=C(COC(=O)c1cc([N+](=O)[O-])ccc1N1CCOCC1)NCc1ccc(F)cc1	1.8	-3	0.6	-8	-1.4	6	-3	-2.3	.	16	3
CC(C)n1cc(/C(N)=N/O)c(=O)n(Cc2ccccc2)c1=O	6.0	.	2.6	.	-3.0	-2	.	.	104	.	.
CC#CC[N+](C)(C)CC(=O)c1ccccc1	1.7	-3	2.3	34	0.9	-17	-20	-1.1	89	6	-5
COc1cc(CN(C)C(=O)C2CCN(S(=O)(=O)c3cccs3)CC2)ccc1OC(F)F	.	-2	4.8	6	.	.	6	-3.0	99	15	-9
COc1ccc(N2CCC(CNC(=O)Nc3cccc(OC)c3)C2)cc1 (stereo unspecified)	-0.9	0	2.2	-9	0.1	-4	.	-1.6	100	9	8
CC(C)Nc1nc(-c2ccncc2)nc(-c2ccc(Cl)cc2)c1C#N	5.1	.	3.8	.	0.0	228	2	.	98	.	.
CC1=NN(c2nc(-c3ccc(C)cc3)cs2)C(=O)C1N=Nc1ccc(C(N)=O)cc1 (stereo unspecified)	3.5	1	0.8	-1	-2.3	441*	-7	3.5	68	-18	11
CN(c1ccccc1)S(=O)(=O)c1cccc(NC(=O)CCNC(=O)c2ccc(Cl)cc2)c1	1.7	1	1.1	-23	-0.3	127	3	-2.2	109	9	-2
Cc1noc(C)c1C(=O)N1CCN(c2ccc(OCc3ccccc3)cc2)CC1	0.8	3	-1.8	-9	0.1	-1	13	-2.5	100	13	-4
Cc1cc(N2CCC(C)CC2)n2ncc(-c3ccccc3)c2n1	1.1	1	1.1	9	0.2	-8	-7	5.4	.	-25	-1
O=C1CCCN1CC(=O)N1CCCC(Nc2cccc(F)c2)C1 (stereo unspecified)	0.3	-1	2.0	11	1.0	-3	4	-1.4	93	7	-1
COC(=O)c1c(C)[nH]c(C(=O)C(C)Sc2nnc(-c3cc(OC)c(OC)c(OC)c3)o2)c1C (stereo unspecified)	1.2	0	2.2	-5	-0.1	9	-4	-2.0	102	11	-5
O=C1C(C2=NC(c3ccccn3)C3C(=O)N(c4ccccc4)C(=O)C23)=C(O)c2ccccc21 (stereo unspecified)	0.5	1	0.9	-6	-1.2	-7	2	-2.7	98	14	0
COCCN(C(=O)CSc1ccc2c(c1)OCCO2)c1c(N)n(CC(C)C)c(=O)[nH]c1=O	-0.2	3	3.1	-10	-3.2	2	-1	-4.1	119	20	-2
Cc1n[nH]c(=O)nc1NCC1CCCO1 (stereo unspecified)	1.9	-6	1.6	22	0.6	6	10	-2.5	.	15	-7
CN(CC(O)COc1ccccc1F)C1CCCCC1 (stereo unspecified)	4.0	-2	7.9	5	-0.1	-6	-19	-4.6	105	24	-10
CCOC(=O)c1sc(=S)n(-c2cccc(OC)c2)c1N	-0.9	1	-0.2	-2	-1.9	1	15	-2.0	101	11	5

A stretch from further up:
SMILES	AddAB inh	HTR5A ag ctr	phage Ecoli inh	HTR5A inv ctr	Ecoli viability	SUMO Mot1 rescue	PfHsp90 set2	OPRM1-OPRD1 ag	Pemphigus Ab inh	OPRM1-OPRD1 inv	PKA-R1A act
CC(C)Nc1nc(-c2ccncc2)nc(-c2ccc(Cl)cc2)c1C#N	5.1	.	3.8	.	0.0	228	2	.	98	.	.
CC1=NN(c2nc(-c3ccc(C)cc3)cs2)C(=O)C1N=Nc1ccc(C(N)=O)cc1 (stereo unspecified)	3.5	1	0.8	-1	-2.3	441*	-7	3.5	68	-18	11

Other compounds follow.
SMILES	AddAB inh	HTR5A ag ctr	phage Ecoli inh	HTR5A inv ctr	Ecoli viability	SUMO Mot1 rescue	PfHsp90 set2	OPRM1-OPRD1 ag	Pemphigus Ab inh	OPRM1-OPRD1 inv	PKA-R1A act
CC(NC(=O)CCCCCN1C(=O)c2ccccc2C1=O)c1ccc2c(c1)CCCC2 (stereo unspecified)	-0.9	-3	1.1	-25	-0.2	2	7	-3.0	106	17	1
O=Cc1c[nH]c2cccc(OCc3ccccc3)c12	.	4	1.0	-12	.	.	-34	1.4	99	-9	-1
Cc1onc(-c2ccccc2)c1C(=O)N(C)CCc1ccccn1	0.1	0	0.9	-13	0.8	6	-21	-3.0	101	16	-6
O=C(CNC(=O)Cn1ccc2ccccc2c1=O)NCCCN1CCN(c2cccc(Cl)c2)CC1	2.6	6	1.4	-16	-0.6	7	-25	-0.8	91	5	-7
CN1C=CC(=CC=C2C=CC(=O)C=C2)C=C1	1.4	2	0.9	-9	0.9	5	16	-2.3	114	12	-17
C=CCn1c(SCC(=O)Nc2ccc(-c3nc4ccc(C)cc4s3)cc2)nnc1-c1ccncc1	5.5	-1	3.8	12	1.2	70	-26	-1.5	106	8	-5
COc1cccc(C2C3=C(CC(C)(C)CC3=O)Nc3n[nH]c(C)c32)c1 (stereo unspecified)	-2.5	0	2.7	-21	0.8	4	13	-0.9	98	4	8
CCN(C(=O)COn1nnc2ccc(S(=O)(=O)N(C)C)cc21)C1CCS(=O)(=O)C1 (stereo unspecified)	2.3	-3	3.6	8	0.1	-12	3	-2.2	108	9	9
N#Cc1c(NC(=O)C2CC(c3ccccc3Cl)=NO2)sc2c1CCC2 (stereo unspecified)	3.0	5	1.2	-9	-4.2	0	0	2.5	104	-14	1
Cc1cccc(NC(=S)NCCN2CCOCC2)c1	2.1	4	4.7	2	2.3	44	31	-1.6	102	9	-6
O=C(O)c1ccccc1-n1c2ccccc2c2ccccc21	-0.7	-1	0.3	3	-1.2	11	-24	-0.9	88	5	-13
COc1ccccc1N1C(=O)C(Cl)=C(N2CCCC2)C1=O	2.3	-1	1.4	4	2.1	17	3	0.1	98	0	-3
CC1CC(C)CN(Cc2nc(N)nc(Nc3ccccc3)n2)C1 (stereo unspecified)	0.0	-1	-0.2	4	-0.1	86	10	-1.1	103	6	11
Cc1c(C(=O)Nc2ccc(F)cc2)c2ccccn2c1CCc1ccncc1	-1.3	-4	2.5	4	-2.1	-3	10	-2.4	106	11	3
Cc1cscn1	0.0	3	2.6	-13	-0.3	177	.	-3.2	103	17	5
O=C(CNC(=O)N1CC(=O)Nc2ccccc21)NCCc1ccc(Cl)cc1	-1.2	1	2.3	-4	-1.7	-7	20	-0.2	120	1	-1
CCOC(=O)c1c(NC(=O)C2CCCCC2C(=O)O)sc2c1CCCCC2 (stereo unspecified)	-1.2	0	2.9	17	0.7	23	5	-0.7	110	3	-6
Nc1ccccc1C#CCCCCO	5.8	-1	-0.6	10	2.0	-3	21	-0.6	101	4	6
O=C(CSc1nnc(Cn2c(=O)sc3ccccc32)n1-c1ccccc1)NCC1CCCO1 (stereo unspecified)	3.1	-2	3.2	5	-2.1	0	-8	-1.9	102	10	-5
CCCn1ncc(CN2CCC(Cc3cccc(F)c3)(C(=O)OCC)CC2)c1C	2.6	1	4.7	-2	-1.5	98	-110	2.7	102	-14	-13
O=C1OCCC1Sc1nc2cc(Cl)ccc2s1 (stereo unspecified)	1.1	5	0.6	-66	2.2	16	-12	5.4	107	-30	7
CCCCNCCCOc1cccc(Cl)c1Cl	3.4	-5	4.7	-4	2.2	-15	-2	-0.6	117	3	0
O=[N+]([O-])c1ccc(NCCOc2ccccc2Cl)nc1	2.7	2	4.6	-6	3.5	102	2	-0.4	107	2	-2
O=C(NCCN=C1NS(=O)(=O)c2ccccc21)c1ccncc1	2.1	1	0.2	-29	0.0	8	.	0.0	94	0	-3
O=c1c2sc3ccccc3c2[nH]c(=S)n1CCN1CCOCC1	5.1	-3	1.1	8	1.2	-12	-24	-1.5	102	8	2
CCCC(=O)Nc1ccc2c(c1)nc(CCNC(=O)c1ccccc1)n2C	1.7	0	1.8	-18	1.7	49	.	-0.2	105	1	-3
CCN(c1ccccc1)S(=O)(=O)c1ccc(Cl)c(NC(=O)CN(C)C2CCN(C)CC2)c1	-0.7	0	-3.7	-16	-0.5	31	31	-0.1	108	1	2
O=C(Cc1ccccc1)NNC(=S)NC(=O)c1cccnc1	-0.1	.	4.0	.	-2.0	66	9	.	95	.	.
